High-throughput results: PubChem, several laboratories
Arrestin-AP2 inh – human beta-arrestin and AP2 interaction inhibition; FITC-arrestin peptide / GST-AP2 beads, flow cytometry; AP2 beta2 appendage carries R879A mutation; inhibition, % at 10 µM; actives 0.31% (n = 340,000); AID 504490;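 active means inhibition above a set limit, near 3 SD of compounds lacking own fluorescence, cut at about 54% in these data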;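 further: plate controls were DMSO wells for no effect and 5 µM unlabelled arrestin peptide for full effect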
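Material – GST-tagged AP2 beta2-adaptin appendage (R879A) on 4 µm glutathione beads · Probe or stimulus – fluorescein-tagged arrestin peptide at 50 nM final · Timing – 12 min plus 1 h, RT · Detection – bead flow cytometry, FITC channel · Read-out basis – inhibition as reduced fluorescein signal on beads, percent · Medium – PBS plus Tween 20 (0.05%) and BSA (0.1%)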
Tat transport – E. coli Tat transport inhibition; E. coli MC4100 TorA-mCherry Tat export, fluorescence; inhibition, % at 10 µM; actives 0.036% (n = 340,000); AID 488895;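 active means mean replicate inhibition at least 50% and at least half of replicates individually reaching 50%; inconclusive means only one of the two criteria met; inactive means neither criterion met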;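 further: exported cargo escapes ClpAP degradation while cytoplasmic cargo is degraded and loses fluorescence; 0% = median of neutral control wells and 100% = median of NaSCN control wells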
Ecoli viability – counter-screen for AddAB inhibitors: E. coli growth inhibition; inhibition, % at 11.9 µM; E. coli V3065 growth, OD600 absorbance, 18 h; actives 0.27% (n = 330,000); AID 449728;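 active means inhibition above the campaign's mean inhibition across all tested compounds plus 3 SD, cut at about 9.9% in these data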;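 further: uninfected addAB+ strain grown without phage in ampicillin broth; 0% = DMSO wells and 100% = ciprofloxacin 0.95 µg/ml wells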
phage Ecoli inh – E. coli growth loss with phage present. growth absorbance. inhibition, % at 11.9 µM. actives 0.26% (n = 360,000); in the data active means inhibition above about 11%
Pemphigus Ab inh – human desmoglein-3 autoantibody binding inhibition; P32926; DSG3-coupled beads, scFv-anti-DSG3-GFP binding, flow cytometry; hits give low values; binding (percent of control), % at 10 µM; AID 588358; actives 0.48% (n = 310,000);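 active means binding more than 3 SD below its plate's average and above zero; inconclusive means below that plate limit but binding exactly zero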;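 further: hits lower antibody fragment binding to DSG3; some compounds called inactive have numbers as strong as hits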
PfHsp90 set2 – inhibits growth of yeast expressing Plasmodium falciparum Hsp90 | S. cerevisiae expressing PfHsp90, BacTiter-Glo ATP, 48 h; yeast lacking PDR1 and PDR3 efflux regulators | AID 504621 | actives 0.32% (n = 310,000) | inhibition, % at 9.4 µM;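 active means every replicate shows inhibition above about 80%, whatever the replicate mean, limit read from the data; inconclusive means mean inhibition reaches the set limit but some replicate falls short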;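 further: 0% = DMSO neutral controls and 100% = 20 µM radicicol positive controls; yeast relying on Plasmodium falciparum Hsp90 in place of its own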
MOR-DOR ag – agonists of human mu-delta opioid receptor heterodimerization; cells, OPRM1-OPRD1 heterodimerization, luminescence; AID 504326; activation, % at 9.3 µM; actives 0.3% (n = 340,000); P35372+P41143; in the data active means activation above about 18%;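 further: 0% = vehicle-treated cells and 100% = reference agonist; values of inactives mirror those of a sister screen read the other way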
Target sequence (P35372 whole entry, looked up): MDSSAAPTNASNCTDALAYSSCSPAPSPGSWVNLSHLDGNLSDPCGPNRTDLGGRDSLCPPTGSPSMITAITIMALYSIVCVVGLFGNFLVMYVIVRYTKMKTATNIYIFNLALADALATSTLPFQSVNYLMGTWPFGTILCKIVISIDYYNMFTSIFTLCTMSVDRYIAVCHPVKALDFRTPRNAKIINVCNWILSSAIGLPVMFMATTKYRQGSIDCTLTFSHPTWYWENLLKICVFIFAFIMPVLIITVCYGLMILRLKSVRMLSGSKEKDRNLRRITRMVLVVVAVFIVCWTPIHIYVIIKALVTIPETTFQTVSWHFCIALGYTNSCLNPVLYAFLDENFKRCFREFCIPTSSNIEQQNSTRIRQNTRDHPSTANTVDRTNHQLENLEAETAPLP
Target sequence (P41143 whole entry, looked up): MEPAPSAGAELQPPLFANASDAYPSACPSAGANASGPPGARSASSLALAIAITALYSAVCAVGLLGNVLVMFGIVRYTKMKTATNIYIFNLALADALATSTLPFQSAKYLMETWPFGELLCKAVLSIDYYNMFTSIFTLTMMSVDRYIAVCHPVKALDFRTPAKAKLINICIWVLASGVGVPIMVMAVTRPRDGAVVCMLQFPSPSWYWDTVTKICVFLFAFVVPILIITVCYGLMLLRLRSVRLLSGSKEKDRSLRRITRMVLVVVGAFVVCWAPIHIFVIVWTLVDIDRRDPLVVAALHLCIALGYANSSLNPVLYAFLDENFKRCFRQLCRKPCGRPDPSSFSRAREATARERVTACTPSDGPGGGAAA
AddAB inh – less growth of phage-infected E. coli with AddAB | E. coli expressing H. pylori AddAB, absorbance growth | inhibition, % at 11.9 µM | actives 0.29% (n = 330,000) | AID 435030; in the data active means inhibition above about 12%;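 further: 0% = vehicle wells of infected cells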
OPRM1-OPRD1 inv – mu-delta opioid heterodimer inverse agonism | P35372+P41143 | cell-based MOR-DOR heterodimer luminescence | inhibition, % at 9.3 µM | actives 0.21% (n = 340,000) | AID 504357; in the data active means inhibition above about 22%, passing the limit was not always enough;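 further: 0% = cells with DMSO and 100% = wells without cells with DMSO; values of inactives mirror those of a sister screen read the other way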
PKA-R1A act – activates the PKA-R1A holoenzyme complex. actives 0.083% (n = 340,000). AID 504707. activation, % at 11.4 µM. PKA-R1A dissociation, Cy5-IP20 fluorescence polarization; scaled: DMSO 0%, 113 µM cGMP 100%. P00514+P68181;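 active means percent activation above the mean of all tested compounds plus 3 SD, cut at about 19% in these data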;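 further: higher means more PKAc released from R1A so a rise in polarization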
Mot1-301 SUMO – blocks SUMOylation pathway, rescuing yeast Mot1-301 growth. S. cerevisiae Mot1-301 growth rescue, ATP luminescence, 38.5C; percent above DMSO median, 100 means doubled. growth rescue, % at 18.8 µM. actives 1% (n = 320,000). AID 2716;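 active means every valid replicate shows activation above 250% relative to neutral control wells; inactive means the rest, any valid replicate at or below 250%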;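 further: OY570 slx delta 5 strain wells were the positive control but not used for scaling; some compounds called inactive have numbers as strong as hits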
An asterisk follows results filed as active; u = inconclusive; x = not tested or not shown.

Preview:
SMILES	Arrestin-AP2 inh	Tat transport	Ecoli viability	phage Ecoli inh	Pemphigus Ab inh	PfHsp90 set2	MOR-DOR ag	AddAB inh	OPRM1-OPRD1 inv	PKA-R1A act	Mot1-301 SUMO
Cc1nc(SCc2ccccc2C)n[nH]1	-4	10	0.6	2.2	107	61	-1.6	1.5	8	-10	0
CCOc1ccc(S(=O)(=O)Nc2ccc(C(=O)NNC(=O)c3ccncc3)cc2)cc1	-15	-6	0.8	3.8	100	16	-3.2	0.9	16	-3	-23

The list itself, from the first entry:
SMILES	Arrestin-AP2 inh	Tat transport	Ecoli viability	phage Ecoli inh	Pemphigus Ab inh	PfHsp90 set2	MOR-DOR ag	AddAB inh	OPRM1-OPRD1 inv	PKA-R1A act	Mot1-301 SUMO
Cc1nc(SCc2ccccc2C)n[nH]1	-4	10	0.6	2.2	107	61	-1.6	1.5	8	-10	0
CCOc1ccc(S(=O)(=O)Nc2ccc(C(=O)NNC(=O)c3ccncc3)cc2)cc1	-15	-6	0.8	3.8	100	16	-3.2	0.9	16	-3	-23
O=C(Cc1ccc(Cl)cc1)Nc1ccc(S(=O)(=O)Nc2ncccn2)cc1	-4	-9	2.4	2.8	98	-6	-2.7	4.8	13	2	17
CN(C)n1cnc2ccsc2c1=O	-12	-6	0.4	3.2	99	-4	-1.6	1.5	9	-6	-8
O=C(CN1CCN(Cc2ccc(Cl)cc2)C1=O)NCCCN1CCOCC1	19	-3	-0.8	0.7	99	31	0.1	0.9	-1	-5	-9
CN(C)/C(=N\OC(=O)c1ccccc1)c1nonc1N	-9	-5	-1.7	1.2	98	-24	-0.8	-2.7	5	-7	-7
COc1ccc(OC)c(/C=C/C(=O)N(C)CC(=O)Nc2ccc(N3CCOCC3)cc2)c1	35	-4	-2.1	2.7	102	-9	-3.0	-0.4	16	-1	62
COc1ccc(-n2ncc3c(N4CCCCC4)ncnc32)cc1	19	3	-2.2	x	96	32	-0.2	3.0	1	-2	14
O=C(c1ccco1)N1CCN(C(=O)c2ccc(CS(=O)c3ccc(F)cc3)o2)CC1 (centres undefined)	6	u	0.2	-2.2	x	-2	-1.2	6.4	6	3	-12
COC(=O)NCC(c1cccnc1)N1CCN(c2ccccc2OC)CC1 (centres undefined)	8	-4	1.8	-0.6	96	-18	5.7	-0.1	-28	3	8
O=C(N/N=C/c1ccc2c(c1)OCO2)c1ccc(NC(=O)c2ccc(F)cc2)cc1	28	2	-2.5	-3.4	101	-6	-1.5	0.8	8	7	22
COCCNC(=O)CCCn1c(=O)c2ccccc2n(CC(=O)NCCC2=CCCCC2)c1=O	23	-7	x	0.7	103	20	-1.4	x	6	0	x
COc1ccc(Cl)cc1S(=O)(=O)n1nnc2ccccc21	-2	2	1.1	0.6	96	-9	-1.6	-0.7	8	5	7
Cc1nc(C(=O)NCCC(C)C)sc1C1(C)CC(c2ccccc2)=NO1 (centres undefined)	-2	1	1.0	0.6	105	23	2.1	0.7	-11	9	186
O=C(CSC1=Nc2ccccc2C2=NC(Cc3c[nH]c4ccccc34)C(=O)N12)NC1CCCCC1 (centres undefined)	6	5	-1.7	2.6	95	-7	-5.8	-0.7	29	-2	14
Cc1c(Cl)c(-c2n[nH]c(=S)n2-c2ccccc2)nn1C	-5	-6	-0.9	2.1	128	5	-2.8	1.1	15	-9	-20
O=c1c2ccccc2nc2n1CCC2	11	-7	-0.5	0.8	115	19	-1.4	-2.0	8	2	2
Nc1ccc(-c2nc3ncccc3o2)c(O)c1	26	-9	1.2	2.8	x	-10	-4.5	0.8	20	4	-25
O=C(c1ccco1)N(Cc1nc2ccccc2c(=O)[nH]1)C1CCCC1	18	-5	-2.4	2.9	95	-3	-0.8	1.5	4	-3	-16
COc1ccc(-c2c3c(cc(C)[n+]2[O-])oc2ccc(OC)cc23)cc1	14	0	-0.9	3.7	91	-19	0.2	0.9	-2	2	-10
Cc1ccc(-c2nnc(-c3cccc(Br)c3)o2)cc1	-4	-4	1.2	1.6	105	6	-1.0	1.8	5	1	-15
Cc1nc2c(C(=O)NCc3ccco3)cnn2c(C)c1Cc1ccc(F)cc1Cl	1	-7	-2.0	3.9	96	x	-1.2	-0.9	7	-4	-2
O=C(NNc1cccc(Cl)n1)C(F)(F)F	2	-2	0.8	2.0	99	-25	-3.6	2.9	21	-4	9
O=C(CCS(=O)(=O)c1ccc(Cl)cc1)NCCc1c[nH]c2ccccc12	19	-4	1.3	3.9	103	-2	-1.1	-0.5	6	5	x
C=CCn1c(C)cc(C(=O)CN2C(=O)c3ccccc3S2(=O)=O)c1C	4	10	0.2	x	102	-2	-4.2	2.0	16	-12	-4

The final 3 records of the section before open the next one.
SMILES	Arrestin-AP2 inh	Tat transport	Ecoli viability	phage Ecoli inh	Pemphigus Ab inh	PfHsp90 set2	MOR-DOR ag	AddAB inh	OPRM1-OPRD1 inv	PKA-R1A act	Mot1-301 SUMO
O=C(NNc1cccc(Cl)n1)C(F)(F)F	2	-2	0.8	2.0	99	-25	-3.6	2.9	21	-4	9
O=C(CCS(=O)(=O)c1ccc(Cl)cc1)NCCc1c[nH]c2ccccc12	19	-4	1.3	3.9	103	-2	-1.1	-0.5	6	5	x
C=CCn1c(C)cc(C(=O)CN2C(=O)c3ccccc3S2(=O)=O)c1C	4	10	0.2	x	102	-2	-4.2	2.0	16	-12	-4
Cc1ccccc1CN(c1ccc(C(N)=O)cc1)S(C)(=O)=O	7	3	1.6	2.5	102	x	-2.4	-0.8	12	-11	-3
Cc1nc(-c2cccc(S(=O)(=O)N3CCOCC3)c2)cs1	-9	u	0.1	2.6	121	-14	-4.8	-1.5	22	-1	730*
CCOC(=O)C1CCN(C(=O)c2cc(S(=O)(=O)N3CCOCC3)ccc2C)CC1	26	-6	-1.0	1.1	x	0	0.9	2.6	-3	2	-4
CCCN(CCC)CCCNC(=O)CNC(=O)c1nn(-c2ccc(OC)cc2)c(=O)c2ccccc12	23	3	0.8	-0.1	113	x	-2.3	2.2	11	-7	27
CC(C)c1ccc(NC(=O)C2C3C=CC4(O3)C2C(=O)N(CCCN2CCCCC2)C4C(=O)NC2CCCCC2)cc1 (centres undefined)	20	-3	-0.8	-2.2	111	16	26*	2.9	-212	-5	-6
COc1ccc2c(O)c(-c3c(C)cc(C)cc3C)c(=O)[nH]c2c1	4	-3	0.9	3.1	x	-6	3.7	1.3	-18	-13	-4
O=C(NC(=S)Nc1ccc(Br)cn1)c1cncc(Br)c1	7	-1	-0.8	3.7	96	x	-1.7	1.0	9	9	-2
O=c1c2sccc2n(Cc2cccc(F)c2)c(=O)n1-c1ccc(F)cc1	1	-9	-2.8	4.3	98	30	-0.5	-1.4	3	-5	-5
CC/S(CC1CC1(Cl)Cl)=N\S(=O)(=O)c1ccc(C)cc1 (centres undefined)	-2	-11	3.5	1.7	102	3	-2.1	-0.8	12	2	-13
CC(C)(CCC(=S)N1CCOCC1)c1ccccc1	2	7	x	3.5	92	-58	0.8	x	-4	2	x
C=CCNC(=O)[C@H]1N2C(=O)c3ccccc3C2SC1(C)C (some centres undefined)	-1	10	-2.9	1.7	98	-6	-2.0	-0.9	9	-2	1
O=C(Nc1cnn(Cc2ccc(Cl)cc2)c1)c1ccc([N+](=O)[O-])cc1	3	3	1.3	2.1	x	-27	10	0.9	-51	7	390*
COc1ccc(OC)c(-n2nnnc2SCC(=O)Nc2nc(C)c(C)s2)c1	-10	9	0.3	-0.9	124	16	-3.7	1.9	17	-8	13
Cc1ccc2nc(N/C(=N/S(=O)(=O)c3ccc(F)cc3F)c3ccccc3)sc2c1	9	2	2.0	-0.1	102	-24	-1.5	0.8	8	2	119
CN(c1ccc(OCC(=O)OCc2nnc(-c3ccccc3)o2)cc1)S(=O)(=O)c1ccc(Cl)cc1	-7	1	-0.5	5.6	101	x	-3.4	-1.5	18	2	8
Cc1ccc(-c2nnc3ccc(SCC(=O)N4CCc5ccccc54)nn23)cc1	-5	-5	2.2	0.2	88	-4	-1.5	0.2	9	3	x
COc1cccc(C(=O)N2CCC(O)(c3cccnc3)CC2)c1	26	-16	-1.1	3.1	108	-13	1.2	-0.9	-8	-8	1

Compound profiles, from the list above.
`COc1ccc(OC)c(-n2nnnc2SCC(=O)Nc2nc(C)c(C)s2)c1` is listed with Arrestin-AP2 inh = -10; Tat transport = 9; Ecoli viability = 0.3; phage Ecoli inh = -0.9; Pemphigus Ab inh = 124; PfHsp90 set2 = 16; MOR-DOR ag = -3.7; AddAB inh = 1.9; OPRM1-OPRD1 inv = 17; PKA-R1A act = -8; Mot1-301 SUMO = 13
`CC(C)c1ccc(NC(=O)C2C3C=CC4(O3)C2C(=O)N(CCCN2CCCCC2)C4C(=O)NC2CCCCC2)cc1` (centres undefined) is listed with Arrestin-AP2 inh = 20; Tat transport = -3; Ecoli viability = -0.8; phage Ecoli inh = -2.2; Pemphigus Ab inh = 111; PfHsp90 set2 = 16; MOR-DOR ag = 26*; AddAB inh = 2.9; OPRM1-OPRD1 inv = -212; PKA-R1A act = -5; Mot1-301 SUMO = -6
`Cc1ccc(-c2nnc3ccc(SCC(=O)N4CCc5ccccc54)nn23)cc1` is listed with Arrestin-AP2 inh = -5; Tat transport = -5; Ecoli viability = 2.2; phage Ecoli inh = 0.2; Pemphigus Ab inh = 88; PfHsp90 set2 = -4; MOR-DOR ag = -1.5; AddAB inh = 0.2; OPRM1-OPRD1 inv = 9; PKA-R1A act = 3; Mot1-301 SUMO = x
